PABP1 MLLE inh: inhibitors of PABP1 MLLE–PAM2 peptide binding, primary screen, biochemical, fluorescence polarization, FITC-PAM2, GST-MLLE | inhibition, % at 20 µM | hit rate 0.36% among 360,000; in the data active = inhibition above about 35%, passing the limit was not always enough;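 also: plate controls were DMSO wells with GST-MLLE for no effect and wells lacking GST-MLLE protein for full effect; some results filed as inactive read as strong as hits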
NadD inh: inhibitors of S. aureus NadD, primary screen, biochemical, colorimetric, uHTS | Nicotinate-nucleotide adenylyltransferase NadD (Staphylococcus aureus N315) | purified NadD enzyme, colorimetric absorbance read-out | inhibition, % at 20 µM | hit rate 0.78% among 360,000 | AID 602399, 2012; in the data active = inhibition above about 26%; also: some compounds past the cut are filed as inactive
Rpn11 block: Rpn11 (PSMD14) deubiquitinase inhibitors, primary screen, biochemical, fluorescence polarization, uHTS; 26S proteasome non-ATPase regulatory subunit 14 (Homo sapiens), O00487; human 26S proteasome, Ub4-pepOG fluorescence polarization; 20S core pre-blocked with epoxomicin; calls only at 20 µM; hit rate 0.59% among 360,000;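 active = inhibition at 20 µM, scaled to each plate's controls, above about 33%, limit read from the data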
Neddyl block: inhibitors of cullin neddylation, primary screen, biochemical, TR-FRET, uHTS, NAE and Ubc12; AID 651699, 2012; calls only at 25 µM; hit rate 0.58% among 360,000; NEDD8-conjugating enzyme Ubc12 (Homo sapiens) + NEDD8-activating enzyme E1 regulatory …; in the data active = inhibition above about 36%
MT1-MMP act inh: blockers of MT1-MMP proenzyme processing, primary screen, HT1080 RFP-PRO-GFP cells, GFP/RFP fluorescence. Matrix metalloproteinase-14 (Homo sapiens), P50281. AID 651647, 2012. hit rate 0.061% among 360,000. GFP/RFP ratio fluorescence, overnight; percent of plate control window, DMSO zero. GFP/RFP ratio change, % at 20 µM;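 active = GFP/RFP ratio change of at least 30% with cell ATP level not reduced by more than half and red fluorescence within 50% of control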; also: strong numbers were not always called active
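Test system: HT1080 RFP-PRO-GFP cells; Benchmarks: DMSO and RFP-L50D-GFP cell wells; Timing: cells overnight before dosing, compound overnight, 37 °C, 5% CO2; Compound: one 20 µM compound dose with 1% DMSO; Read-out: GFP/RFP fluorescence ratio.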
CSN inh: inhibitors of CSN-mediated cullin deneddylation, primary screen, biochemical, fluorescence polarization, uHTS; COP9 signalosome complex subunit 5 (Homo sapiens), Q92905; Purified CSN, SCF-Nedd8-OG deneddylation; inhibition, % at 12.5 µM; hit rate 0.38% among 360,000;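 active = pattern-corrected inhibition above about 35%, with an unprinted fluorescence ratio check between 0.5 and 1.5, limit read from the data, passing the limit was not always enough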;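 also: 0% = enzyme with substrate and 100% = substrate without enzyme; some results filed as inactive read as strong as hits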
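Assay system: purified human Csn5 enzyme expressed in HEK293T cells; measure: % inhibition; also added: SCFSkp2-Nedd8OG substrate at 10 nM final; technique: fluorescence polarization; times: reaction 90 min, room temperature; medium: Tris buffer pH 7.5, NaCl, DTT, Tween-20, trehalose, ovalbumin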
SKN-1 inh: suppressors of acrylamide-induced Pgst-4::GFP reporter in worms, primary screen, SKN-1 inhibitor project, whole organism, uHTS, GFP/RFP fluorescence ratio, strain VP596; C. elegans VP596 Pgst-4::GFP/RFP ratio, 24 h; AID 624304, 2012; hit rate 0.49% among 360,000; inhibition, % at 21.8 µM;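 active = interference check ratio from 0.5 to 1.5 plus GFP to RFP signal ratio inhibition reaching or exceeding a fixed threshold, cut at about 30% in these data, passing the limit was not always enough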; also: some compounds called inactive have numbers as strong as hits
FAS-TE inh: FAS thioesterase domain inhibitors, primary screen, biochemical, fluorescence intensity, uHTS; Fatty acid synthase (Homo sapiens), P49327; recombinant FAS-TE, OMFH fluorogenic substrate, fluorescence endpoint; inhibition, % at 15 µM; hit rate 0.67% among 360,000;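 active = compounds whose normalised, plate-corrected inhibition of enzyme fluorescence in the single-dose primary screen is 50% or more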;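 also: 0% = DMSO with enzyme and 100% = substrate without enzyme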
Rin1-Abl PPI inh: inhibitors of Rin1-Abl protein binding, primary screen, biochemical, TR-FRET | hit rate 0.4% among 360,000 | AID 588664, 2011 | Tyrosine-protein kinase ABL1 (Homo sapiens) + Ras and Rab interactor 1 (Homo sapiens), … | inhibition, % at 7.35 µM; in the data active = inhibition above about 5%, passing the limit was not always enough
* hit, by the source's call; i = inactive; / = not tested or not shown; + = active, no number. Random draw from the library. Share with any hit: about 3.9%.

SMILES	PABP1 MLLE inh	NadD inh	Rpn11 block	Neddyl block	MT1-MMP act inh	CSN inh	SKN-1 inh	FAS-TE inh	Rin1-Abl PPI inh
COc1cc(C2NC(=O)NC(C)=C2C(=O)OC2CCCCC2)cc(Cl)c1O (configuration not stated)	1	9	i	i	6	4	6	15	1
COc1ccc(S(=O)(=O)NCC(=O)NCc2cc(=O)n(C)c(=O)n2C)cc1	11	0	i	i	0	-2	3	-6	4
CCOc1ccc(C(=O)CCC(=O)N2CCN(c3ncccn3)CC2)cc1	-36	-4	+	i	-13	14	-5	-10	7
O=[N+]([O-])c1ccc(S(=O)(=O)NNC(=S)NCCc2ccccc2)cc1	7	0	i	i	1	-2	10	36	0
O=[N+]([O-])c1cc(S(=O)(=O)N2CCCCC2)ccc1NCCCN1CCOCC1	1	-9	i	i	4	-8	-4	-4	1
COc1cccc(/C=N/NC(=O)C(C)Cn2cnc3ccccc32)c1 (configuration not stated)	14	-1	i	i	2	-5	-1	-3	-4
CCCCNC(=O)c1cnc(Cc2c[nH]c3ccccc23)c(I)c1	-78	8	i	i	1	14	18	5	1
O=C(Nn1cnnc1)c1ccc(Cl)c([N+](=O)[O-])c1	2	4	i	i	-1	0	-5	-2	-1
COc1ccc(C(=O)N2CCN(C)C(=O)[C@@H]2C)cc1OC1CCN(C(C)C)CC1	6	-1	i	i	-3	-1	14	-6	-1
COc1ccc2c(c1)c(=Cc1ccc(N(C)C)cc1)c1cc(-c3ccccc3)[n+](C)n12	-160	5	+	i	-15	62*	86	17	-14
Cn1c(NC(=O)CCC2CCCCC2)cc(=O)n(C)c1=O	16	1	i	i	4	7	-17	1	4
COc1ccc(Cc2nnc(NC(=O)C3CC(=O)N(c4ccc(OC)cc4)C3)s2)cc1 (configuration not stated)	-6	-1	i	i	2	2	0	-5	3
CNC(=O)C1=C(C)NC(=S)NC1c1cccs1 (configuration not stated)	-132	-1	i	i	-4	-3	-5	-9	4
COC(=O)CCC(=O)NNC(=O)c1ccc(Br)cc1	-4	-3	i	i	-9	2	15	-9	-1
O=C(C(=O)N1CCCC1)c1c(-c2ccccc2)[nH]c2ccccc12	0	-3	i	i	4	-3	14	-4	-1
O=c1[nH]c(NC2CCN(S(=O)(=O)c3ccccc3C(F)(F)F)CC2)nc2c1CCCC2	-2	-1	i	i	2	0	-2	1	0
Cc1cccc(NC(=S)NCc2ccc(F)cc2)c1	-27	0	i	i	2	-14	-1	1	0
CCn1c2ccccc2c2cc(NC(=O)COc3ccccc3)ccc21	-2	-2	i	i	0	-8	8	26	-2
COc1ccccc1N1CCN(Cc2cnc3ccc(Cl)cn23)CC1	-7	-2	i	i	-5	1	25	1	0
CCOc1ccc(S(=O)(=O)Nc2nc3cc(OC)ccc3s2)cc1	1	4	i	i	11	2	27	-1	-3
O=C(COC(=O)CNC(=O)c1ccccc1)Nc1nnc(-c2ccccc2)o1	-52	10	i	i	3	1	4	-7	-1
O=S(=O)(c1ccccc1)c1nc(-c2cccc(Cl)c2)oc1N1CCOCC1	-12	-1	i	i	-3	-5	2	17	2
Cc1ccc(S(=O)(=O)NCCC(=O)Nc2cccc(S(=O)(=O)N3CCCC3)c2)cc1C	11	-2	i	i	-1	-1	9	8	1
C[C@@]12CC[C@@H](C3=C(CCC3)C1)N2c1ccccc1	/	/	/	i	8	3	9	/	/
CCCc1nc2ccc(Cl)cn2c1Cc1ccsc1	44*	-4	i	i	-6	-17	-8	-1	0

Part of the list above, showing only SKN-1 inh, Rpn11 block and Rin1-Abl PPI inh.
SMILES | SKN-1 inh | Rpn11 block | Rin1-Abl PPI inh
CNC(=O)C1=C(C)NC(=S)NC1c1cccs1 (configuration not stated) | -5 | i | 4
CCOc1ccc(S(=O)(=O)Nc2nc3cc(OC)ccc3s2)cc1 | 27 | i | -3

Additional compounds follow.
SMILES	PABP1 MLLE inh	NadD inh	Rpn11 block	Neddyl block	MT1-MMP act inh	CSN inh	SKN-1 inh	FAS-TE inh	Rin1-Abl PPI inh
CCC1CN(C(=O)N2CCC(C(=O)NCCc3ccccc3OC)CC2)c2ccccc2O1 (configuration not stated)	6	-3	i	i	3	-4	15	9	0
CCC/C(=N\NC(=O)C1CCCC1)c1ccccc1	-3	-2	i	i	-3	-3	7	-6	0
C=CCc1ccccc1OCC(=O)N/N=C/c1ccc(OC(C)=O)cc1OC(C)=O	7	-5	i	i	0	-6	-4	5	-3
Cn1c(/C=C/c2cccc([N+](=O)[O-])c2)c([N+](=O)[O-])c(=O)n(C)c1=O	6	0	i	i	-10	6	1	5	0
CCCCn1c(N)c(N(CCC(C)C)C(=O)c2oc3ccc(OCC)cc3c2C)c(=O)[nH]c1=O	4	5	i	i	-11	-3	5	5	4
O=C1COc2ccc(C(=O)COC(=O)COc3ccccc3[N+](=O)[O-])cc2N1	-8	8	i	i	-3	-4	2	0	0
CC(C)=CCC/C(C)=C/CC/C(C)=C/COc1ccc2ccc(=O)oc2c1	3	3	i	/	4	-1	-11	18	0
CC(C)CCOC(=O)/C(=C/c1ccco1)NC(=O)/C=C/c1ccccc1	-7	-2	i	i	0	10	12	8	4
C[C@H](CO)N1C[C@H](C)[C@@H](CN(C)S(=O)(=O)c2cn(C)cn2)Oc2ccc(NC(=O)NC3CCCCC3)cc2C1=O	-17	6	i	i	0	2	-6	-5	0
O=C(O)COc1ccc2oc3c(c2c1)CCCC3	12	-2	i	i	-1	6	-11	-9	0
Cc1ccc(NC(=O)CCCCCN2C(=O)c3ccccc3C2=O)nc1	-5	-2	i	i	1	0	-2	-2	0
CC1=NC(C)(C)Cc2cc(C)c(C)cc21	-6	-6	i	i	2	2	13	-6	-1
CCN1CCN(C(=O)c2ccc(CSc3ccc(C)cc3)cc2)CC1	9	-1	i	i	5	1	3	-2	1
COc1ccc(NC(=O)CN2CCN(S(=O)(=O)c3ccc(C(C)C)cc3)CC2)cc1OC	0	-1	i	i	-2	0	-2	10	2
Cc1cc([N+](=O)[O-])ccc1NC(=S)NC1CCCC1	31	6	i	i	-1	1	20	1	-2
Cc1ccc(NC(=O)CN(C)C(=O)COC(=O)COc2cc(C)cc(C)c2)cc1	4	-4	i	i	2	-3	7	-1	-1
CCCNC(=O)C(Cc1ccccc1)NC(=O)c1ccc(C(C)(C)C)cc1 (configuration not stated)	11	-8	i	i	-3	3	5	-6	2
Cc1cc(NC(=S)NC(=O)CC(C)C)ccc1Br	19	2	i	i	-8	3	11	-3	-2
CCCCC[C@@H](C)N1C[C@H](COCc2ccccc2)Oc2cc(N3CCC[C@@H]3CO)ccc2S1(=O)=O	/	-8	/	i	-9	-3	7	24	/
CC(=O)CCc1c[nH]c2c(C(=O)O)cccc12	-2	-6	i	i	1	5	-3	-6	0
CC(NC(=O)Nc1nnc(C(F)(F)F)s1)(C(F)(F)F)C(F)(F)F	-8	-3	i	i	-11	3	32*	-6	5
O=C(Nc1ccccc1C(=O)O)C1=NN=CC1	6	-1	i	i	3	-1	32	-4	1
CCN(CC(=O)Nc1ccc(N2CCOCC2)cc1)C(=O)c1ccc(C#N)cc1	-2	-5	i	i	3	0	4	-3	0
COc1ccc(OCCNC(=O)c2ccccc2Cl)cc1	-4	-3	i	i	3	-1	24	-5	4
O=C(COc1coc(CN2CCc3ccccc3C2)cc1=O)Nc1ccc(F)cc1F	1	1	i	i	0	4	9	-13	1
Additional structures:
SMILES	PABP1 MLLE inh	NadD inh	Rpn11 block	Neddyl block	MT1-MMP act inh	CSN inh	SKN-1 inh	FAS-TE inh	Rin1-Abl PPI inh
Cc1ccc(S(=O)(=O)N2C[C@@H]3[C@H]4CC[C@H](C4)[C@@H]3[C@@H](C)[C@@H]2c2cn(Cc3ccccc3)c3ccc(F)cc23)cc1	-10	8	i	i	-8	-2	19	18	-5
CCOC(=O)C1CCN(Cc2cc(=O)oc3cc(C)ccc23)CC1	-2	-2	i	i	4	-2	-5	1	5
CCn1c(=O)cc(SCC(=O)N2CCN(C3CCCCC3)CC2)c2ccccc21	12	-4	i	i	5	1	10	9	-55
Cc1ccc(NC(=O)CSc2ncccn2)c([N+](=O)[O-])c1	-13	-3	i	i	1	0	-4	-2	-1
CCN(CC)C(=O)[C@H]1C[C@H](CC(=O)NCCCn2ccnc2)C(=O)N2CCc3c([nH]c4cc(CCC(=O)N(C)C)ccc34)[C@]12C	-2	4	i	i	0	-5	23	-11	0
CC(=O)c1ccc(NC(=O)NC2CCCCCCC2)cc1	-28	-1	i	i	2	2	7	2	4
O=C(/C=C/c1cccc(F)c1)Nc1cc(S(=O)(=O)N2CCOCC2)ccc1N1CCCC1	-39	6	i	i	-5	2	4	10	-3
CCOC(=O)C1CCN(c2cc3c(cc2NC(=O)c2ccccc2Br)n(C)c(=O)n3C)CC1	-13	4	i	i	1	-1	-3	9	1
O=Cc1cc2c(cc1[B-](F)(F)F)OCO2	11	-5	i	i	-5	3	-2	-11	-2
COCCN(C(=O)CCN1C(=O)C2CC=CCC2C1=O)c1c(N)n(CC(C)C)c(=O)[nH]c1=O (configuration not stated)	10	-2	i	i	4	2	-8	-4	4
CCN(Cc1ccccc1)S(=O)(=O)c1c(C(=O)N2CCCC2)c(C)n(C)c1C	-8	-7	i	i	1	1	4	-6	0
O=C(O)C1CCN(C(=O)c2ccc(S(=O)(=O)N3CCCCCC3)cc2)CC1	-3	2	i	i	0	-5	7	-6	5
COc1ccc(C(=O)N2CCC(C(=O)c3ccc(F)cc3)CC2)cc1	-5	-4	i	i	-2	1	2	-2	1
Cc1cc(C(=O)CN2C(=O)c3ccccc3S2(=O)=O)c(C)n1C(C)C	2	-1	i	i	0	2	15	6	-2
CCC(C(=O)OCC(=O)C1(O)CCC2C3CCC4=CC(=O)CCC4(C)C3C(O)CC21C)C(C)C (configuration not stated)	8	-2	i	i	-1	4	11	18	1
O=C(CSc1nc2ccccc2[nH]1)N1c2ccccc2Sc2ccccc21	-52	12	i	i	-2	4	-2	12	-2
Cc1cccn2c(=O)nc(SCC(=O)NCc3ccc4c(c3)OCO4)nc12	-9	-2	i	i	2	-4	11	-3	-1
Cn1cnc([N+](=O)[O-])c1Nc1ccccc1O	2	0	i	i	2	-2	-2	-1	-1
O=C(NC1CCN(C(=O)C2CCCCC2)CC1)c1ccccc1	-7	1	i	i	-2	2	2	-2	-2
COC(=O)COc1ccc(S(=O)(=O)NCc2cccnc2)cc1	16	-1	i	i	-3	0	3	-6	3
O=S(=O)(Nc1nc2ccccc2nc1NCC1CCCO1)c1cccs1 (configuration not stated)	-10	11	i	i	5	0	-5	-9	-4
O=C(Nc1cc(Cl)cc(Cl)c1)N[C@@H]1CC[C@@H](CCNS(=O)(=O)c2cccc(F)c2)O[C@@H]1CO	/	/	/	i	-1	-1	-5	/	/
CSc1cnc2c(=O)[nH]c(=O)n(C)c2n1	-2	1	i	i	2	0	3	-10	-3

High-throughput results (PubChem BioAssay)
